Compound activity (PubChem BioAssay)
HIF act – HIF pathway transcriptional activation | U2OS HRE-luciferase reporter, luminescence; normalized: DMSO 0%, desferrioxamine 100% | activation, % at 7.5 µM (by protocol) | hit rate 0.32% among 300,000 | AID 1910;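 active = mean activation of at least 10% of the iron chelator positive control signal, with at least half of replicates also reaching 10%; inconclusive = mean and replicate majority disagree about reaching 10%; inactive = mean and most replicates under 10%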
RGS4 block – human RGS4 inhibition | P49798 | HEK293 M3R/RGS4 inducible, Fluo-4 calcium flux; hits give high values; triggered by carbachol at its EC20 | B-score at 10 µM | hit rate 0.45% among 310,000;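 active = B-score, a plate-corrected calcium signal, over three deviations above library mean, with baseline fluorescence within five deviations of library mean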;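 also: RGS4 expression induced by doxycycline in cells with stable M3 receptor; B-score is computed from the integrated fluorescence ratio over baseline after carbachol; higher B-score means a larger calcium signal and so more RGS4 inhibition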
Target sequence (P49798 whole entry, looked up): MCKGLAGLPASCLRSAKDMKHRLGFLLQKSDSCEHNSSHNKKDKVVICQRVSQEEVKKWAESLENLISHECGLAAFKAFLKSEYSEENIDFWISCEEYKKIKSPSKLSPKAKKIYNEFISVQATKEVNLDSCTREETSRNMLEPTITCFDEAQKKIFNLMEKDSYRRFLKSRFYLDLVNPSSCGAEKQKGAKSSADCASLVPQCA
TRPC4 inh – blocks the mouse TRPC4 cation channel. hit rate 0.39% among 300,000. HEK293 TRPC4beta/mu-opioid, DAMGO-evoked Fluo4 calcium flux; hits give low values. B-score at 10 µM. AID 2247;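 active = B-score over 3 SD under the library average, no early fluorescence shift, positive overall ratio signal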
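material = TRPC4beta/mu-opioid receptor HEK293 cell line | probe or stimulus = sequential submaximal and maximal DAMGO stimulation | compound dosing = one concentration per compound | measured by = Fluo4 Ca2+ flux fluorescence | evaluation = integrated fluorescence ratio relative to baseline, converted to per-well B score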
Platelet DG rel – modulates dense granule release in human platelets | AID 1663 | human platelet-rich plasma, SFLLRN dense granule ATP release, luminescence | inhibition, %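 (compounds screened at 7.5 µM in platelet-rich plasma)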 | hit rate 0.22% among 300,000;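 active = mean replicate score, as percent of positive control, at or above 50; inconclusive = mean below 50 but at least one replicate at or above 50; inactive = mean and every replicate below 50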
SKKanGAS inh – inhibitors of SKKanGAS S. pyogenes growth in kanamycin (SK-promoter or general growth effect) | BacTiter-Glo, 6 h | inhibition, % at 7.5 µM | hit rate 1.3% among 300,000 | AID 1662;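 active = mean replicate score, as percent of positive control median, at least 50; inconclusive = mean below 50 but one replicate at or above 50; inactive = mean and every replicate below 50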;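 also: strain carries kanamycin resistance gene driven by streptokinase promoter and grows in 40 µg/ml kanamycin; loss of luminescence reflects streptokinase promoter inhibition or plain growth inhibition; 0% = median of DMSO wells and 100% = positive control at its reference dose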
MrgX1 ag – agonists of human MrgX1 receptor. Q96LB2. MrgX1-HEK293 cells, Fluo-4 calcium fluorescence, agonist mode; hits give high values. B-score at 10 µM. hit rate 0.44% among 310,000. AID 588627;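 active = calcium response B-score plate-corrected fluorescence ratio at least 3 library SD, with starting fluorescence B-score inside 5 SD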
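System: HEK293 cells stably expressing human MrgX1 receptor; Dosing: test compound in the initial addition of three; Schedule: overnight plating, then 30 min 37 °C plus 30 min room-temperature dye loading; Detection: kinetic calcium dye fluorescence, Fluo-4 NW; Controls: per-plate positive and negative controls for Z′ factor.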
MrgX1 PAM – allosterically activates human MrgX1 receptor signaling; Q96LB2; MrgX1-HEK293, Fluo-4 calcium flux, FDSS; hits give high values; B-score at 10 µM; hit rate 0.63% among 310,000; AID 588675;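 active = plate-corrected calcium response at least 3 library SD above typical, normal starting fluorescence, not activating the receptor alone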;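 also: compound read alongside a low EC10 to EC30 dose of BAM8-22 agonist; peak minus trough fluorescence over baseline measured at the second addition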
MrgX1 antag – human MrgX1 receptor antagonism, primary screen. Q96LB2. MRGX1-HEK293 calcium flux, Fluo-4, BAM8-22 antagonism; hits give low values. B-score at 10 µM. hit rate 1.3% among 310,000;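 active = calcium-response B-score plate-corrected more than 3 library SD below zero, starting fluorescence within 5 deviations, no agonist response on first addition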;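 also: peak minus trough fluorescence over baseline after final BAM8-22 challenge near maximal dose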
RGS4 act – RGS4 potentiation or activation; AID 463111; hit rate 0.92% among 310,000; B-score at 10 µM; HEK293 M3R/inducible RGS4, carbachol calcium flux Fluo4; hits give low values;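 active = B-score of the integrated calcium signal more than 4 SD below the library mean, with starting fluorescence not abnormally high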;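 also: negative B-score means reduced calcium response which marks RGS4 activation or potentiation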
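test system = M3R-expressing HEK293 line, RGS4 induced by doxycycline | probe or stimulus = carbachol at ECmax as muscarinic agonist stimulus | timing = dye loading 30 min 37 °C, buffer rest 30 min RT | signal = calcium dye Fluo4 fluorescence | evaluation = B score from integrated fluorescence ratio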
TRPC6 activator – mouse TRPC6 channel activation | HEK293-TRPC6 membrane potential dye fluorescence; hits give high values | B-score at 10 µM | hit rate 0.13% among 310,000 | AID 2550;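 active = B-score of the integrated fluorescence ratio above library mean plus 3 SD, and starting fluorescence ratio within library mean plus 5 SD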;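 also: higher score means more depolarization so channel activation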
Target sequence (Q61143 whole entry, looked up): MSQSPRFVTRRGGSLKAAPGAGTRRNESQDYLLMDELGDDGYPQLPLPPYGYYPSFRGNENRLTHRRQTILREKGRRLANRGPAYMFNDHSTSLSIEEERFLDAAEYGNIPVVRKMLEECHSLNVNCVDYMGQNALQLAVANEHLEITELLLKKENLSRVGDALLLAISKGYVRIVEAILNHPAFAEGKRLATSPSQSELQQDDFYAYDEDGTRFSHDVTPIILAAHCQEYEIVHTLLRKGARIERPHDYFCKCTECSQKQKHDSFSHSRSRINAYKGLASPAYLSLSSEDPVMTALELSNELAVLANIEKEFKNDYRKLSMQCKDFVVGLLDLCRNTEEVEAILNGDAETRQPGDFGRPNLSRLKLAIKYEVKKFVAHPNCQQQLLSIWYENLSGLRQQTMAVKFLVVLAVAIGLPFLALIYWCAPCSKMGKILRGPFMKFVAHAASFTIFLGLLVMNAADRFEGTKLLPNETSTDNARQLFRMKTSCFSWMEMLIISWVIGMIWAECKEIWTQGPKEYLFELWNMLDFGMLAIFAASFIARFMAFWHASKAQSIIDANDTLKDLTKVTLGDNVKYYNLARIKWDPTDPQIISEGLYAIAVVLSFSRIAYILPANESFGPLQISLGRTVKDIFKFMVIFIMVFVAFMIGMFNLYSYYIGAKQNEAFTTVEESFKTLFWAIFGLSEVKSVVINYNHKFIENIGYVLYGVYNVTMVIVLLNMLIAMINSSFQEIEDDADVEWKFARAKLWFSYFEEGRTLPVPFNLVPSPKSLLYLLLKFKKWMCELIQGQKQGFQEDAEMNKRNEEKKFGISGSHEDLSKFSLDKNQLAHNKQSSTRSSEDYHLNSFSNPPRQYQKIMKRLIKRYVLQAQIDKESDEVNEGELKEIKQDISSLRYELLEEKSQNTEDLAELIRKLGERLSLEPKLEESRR
TRPC6 inh – inhibitors of mouse TRPC6 channel; hit rate 1.1% among 310,000; HEK293-TRPC6, membrane potential dye, ACh-evoked depolarization; hits give low values; Q61143; B-score at 10 µM;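 active = B-score under library mean minus 3 SD, initial fluorescence not abnormally high, positive integrated signal ratio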;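 also: B-score derived from integrated fluorescence ratio over the kinetic read; more negative B-score means stronger inhibition of depolarization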
Starred values were filed as active, the others as inactive; i = inactive; ? = inconclusive; / = no result given. No enrichment for hits; 6.1% or so of the library scored in one or more.

SMILES	HIF act	RGS4 block	TRPC4 inh	Platelet DG rel	SKKanGAS inh	MrgX1 ag	MrgX1 PAM	MrgX1 antag	RGS4 act	TRPC6 activator	TRPC6 inh
COC(=O)CSc1nc2ccc(NC(=O)c3ccccc3C(=O)N3CCOCC3)cc2s1	-0.6	i	i	-3	-12	i	i	i	i	i	i
C=CCSC1=C(C#N)C(c2ccccc2)CC(=O)N1 (stereo not drawn)	0.0	i	i	1	4	i	i	i	i	i	i
Nc1ccc(N2CCN(c3ccccc3)CC2)c(F)c1	2.9	i	i	0	7	i	i	i	i	i	i
CCc1ccccc1NC(=O)c1cccc(Oc2ccc([N+](=O)[O-])cc2Cl)c1	-0.5	i	i	3	12	i	i	i	i	i	i
N#Cc1c(NC(=O)CN2CCN(S(=O)(=O)c3ccc4c(c3)OCCO4)CC2)sc2c1CCC2	-7.0	i	i	7	3	i	i	i	i	i	i
CCN(CC)c1ccc(NC(=O)COC(=O)c2cccs2)cc1	0.8	i	i	2	-6	i	i	i	i	i	i
O=c1cnc(-c2ccc(Cl)cc2)cn1O	-0.1	i	i	-3	/	i	i	i	i	i	i
CC(C)CN1CCN(Cc2c[nH]c3ccccc23)CC1CCO (stereo not drawn)	1.4	i	i	0	1	i	i	i	i	i	i
O=C(Nc1cc(S(=O)(=O)N2CCCCC2)ccc1Oc1ccccc1)C1=COCCO1	-0.6	i	i	14	-4	i	i	i	i	i	i
COc1cccc(NC(=O)c2nc(SC)ncc2Cl)c1	0.0	i	i	1	-3	i	i	i	i	i	i
CCc1ccc(-c2cc(C)no2)cc1S(=O)(=O)NCCc1ccc(S(N)(=O)=O)cc1	-0.2	i	i	4	-1	i	i	i	i	i	i
CCn1nc(NS(=O)(=O)c2ccccc2[N+](=O)[O-])c2cc3ccc(C)cc3nc21	-0.5	i	i	0	2	i	9.2*	i	i	i	i
Cc1c(C(=O)OCc2ccccc2)nnn1-c1nonc1N	-0.2	i	i	4	-1	i	i	i	i	i	i
CCC(c1nnnn1CCc1ccccc1)N(Cc1ccco1)Cc1cc2c(C)ccc(C)c2[nH]c1=O (stereo not drawn)	-0.2	i	i	0	28	i	i	i	i	i	i
CCCn1c(-c2ccc(C(=O)OC)cc2)nc2c1c(=O)[nH]c(=O)n2Cc1ccccc1	-0.5	i	i	-1	1	i	i	i	i	i	i
Cc1ccc(Cn2c(SCCN3CCOCC3)nc3c2c(=O)n(C)c(=O)n3C)cc1	0.0	i	i	5	-1	i	i	i	i	i	i
Cc1cccc(C(=O)NCCCN2CCCC2=O)c1	-0.4	i	i	5	-2	i	i	i	i	i	i
CCOC(=O)c1c(NC(=S)Nc2ccccc2)sc2c1CCN(CC)C2	0.7	i	i	-1	-1	i	i	i	i	i	i
Cc1cccc(-n2ncc3c(N4CCCC4)ncnc32)c1	0.4	i	i	6	0	i	i	i	i	i	i
CCCOc1c(Br)cc(C2C3=C(CCCC3=O)N(CC)C3=C2C(=O)CCC3)cc1OC	0.1	i	i	2	-5	i	i	i	i	i	i
COc1cccc(CNc2nc(-c3cccnc3)nc3ccccc23)c1	0.1	i	i	-4	5	i	i	i	i	i	i
O=C1C2C(c3ccccc3)C=CC(c3ccccc3)C2C(=O)N1CCO (stereo not drawn)	-0.2	i	i	8	-4	i	i	i	i	i	i
CCCCC(=O)N(CCOC)c1nnc(-c2cccnc2)s1	-0.3	i	i	1	-14	i	i	i	i	i	i
Cc1ccccc1C1c2[nH]c3ccccc3c2CCN1CCCn1cccn1 (stereo not drawn)	0.1	i	i	3	0	i	i	i	-7.7*	i	i
CC(Nc1ncnc2ccccc12)c1ccccc1 (stereo not drawn)	1.6	i	i	9	2	i	i	i	i	i	i
COc1ccc(C(=O)COC(=O)c2cnc(C)cn2)c(OC)c1	0.9	i	i	9	0	i	i	i	i	i	i
CCc1ccc(N2CCN(C(=O)c3ccc4c(c3)OCO4)CC2)cc1	0.2	i	i	-5	-8	i	i	i	i	i	i
COc1cccc(-n2nc(C(N)=O)c(O)cc2=O)c1	-0.1	i	i	0	-1	i	i	i	i	i	i
CCN(CC(=O)Nc1c(F)cccc1F)C(=O)CCc1nc2cc(S(=O)(=O)N(C)C)ccc2n1CC	-0.3	i	i	3	-3	i	i	i	i	i	i
Cc1noc(C)c1S(=O)(=O)NC1CCCc2ccccc21 (stereo not drawn)	-26	i	i	-2	20	i	i	i	i	i	i
CCc1ccc(C(O)(CC(C)C)C(CN2CCOCC2)c2ccccc2)cc1 (stereo not drawn)	1.7	i	i	-4	3	i	i	i	i	i	i
COC(=O)c1cn(CC(=O)N2CCCCC2C)c2ccccc12 (stereo not drawn)	-0.4	i	i	5	-1	i	i	i	i	i	i
CC1(C)C2CCC1(C)C(NCC(O)COc1ccc(C#N)cc1)C2 (stereo not drawn)	-5.7	i	i	7	1	i	i	i	i	i	i
CC(C)(C)C(=O)N1CCC(O)(CS(=O)(=O)Cc2ccc(Cl)cc2)CC1	-0.5	i	i	4	-5	i	i	i	i	i	i
CCCn1c(SCC(=O)c2ccc3c(c2)OCCO3)nnc1C(C)C	-0.3	i	i	4	9	i	i	i	i	i	i
C=CCn1c[n+](CC(=O)c2ccc(Br)s2)c2ccccc21	-0.3	i	i	-4	8	i	i	i	i	i	i
CCN1CCN(S(=O)(=O)c2ccc(S(=O)(=O)N(CC)Cc3ccccc3)cc2)CC1	0.7	i	i	-6	4	i	i	i	i	i	i
O=C(c1cccs1)N1CCC(C(=O)N2CCN(Cc3ccc4c(c3)OCO4)CC2)CC1	-0.1	i	i	2	-3	i	i	i	i	i	i
C=CCN1C(=O)/C(=C/C=C2/N(CC)c3ccc(S(=O)(=O)N(C)C)cc3N2CC)SC1=S	-6.1	i	i	2	23	i	i	i	i	i	i
COC(=O)c1sccc1NC(=O)c1ccc(C)o1	1.0	i	i	-1	11	i	i	i	i	i	i
O=C(Cn1c(C(F)(F)F)nc2ccccc21)NCCCN1CCOCC1	-0.1	i	i	7	6	i	i	i	i	i	i
CCCc1ccc(OCC(O)CN2CCN(c3ccccn3)CC2)cc1 (stereo not drawn)	2.1	i	i	0	5	i	i	i	i	i	i
O=S(=O)(c1ccccc1Cl)N1CCCC1c1nc(-c2cccc(Cl)c2)no1 (stereo not drawn)	-0.2	i	i	0	-3	i	i	i	i	i	i
O=C(NCc1ccncc1)C12CC3CC(CC(Cl)(C3)C1)C2	0.4	i	i	-2	-2	i	i	i	i	i	i
CC(NC(=O)Cc1cccs1)c1ccccc1 (stereo not drawn)	-0.1	i	i	-5	6	i	i	i	i	i	i
O=C(c1ccc(-c2ccccc2)cc1)N1CCN(C(=O)c2ccco2)CC1	0.0	i	i	30	-1	i	i	i	i	i	i
CC12CCC(c3c(C(=O)Nc4nccs4)nn(-c4ccccc4)c31)C2(C)C (stereo not drawn)	-0.4	i	i	19	?	i	i	i	i	i	i
O=C(NCC1CCCO1)c1ccc(COc2ccc(Br)cc2)cc1 (stereo not drawn)	-0.1	i	i	-14	-5	i	i	i	i	i	i
O=C1COc2ccc(S(=O)(=O)N3CCc4ccccc43)cc2N1	-2.4	i	i	14	2	i	i	i	i	i	i
CCCNC(=O)Cn1cnc2sc(C(=O)N3CCN(c4ccc(F)cc4)CC3)c(C)c2c1=O	0.1	i	i	6	-6	i	i	i	i	i	i
CCOC(=O)c1cccc(NC(=O)CCc2c(C)nc3ncnn3c2C)c1	0.0	i	i	-4	2	i	i	i	i	i	i
O=C(CN1C(=O)NC2(CCCCC2)C1=O)Nc1nc2c(F)cc(F)cc2s1	0.1	i	i	-10	-1	i	i	i	i	i	i
COC(=O)c1cc(C(=O)Nc2ccc(S(N)(=O)=O)cc2)cc([N+](=O)[O-])c1	-0.4	i	i	-16	-2	i	i	i	i	i	i
N#CCCN(C(=O)Nc1ccc(Cl)c(Cl)c1)c1ccccc1	0.6	i	i	-3	3	i	i	i	i	i	i
O=C(NCc1cccnc1)C1c2ccccc2C(=O)N1Cc1ccco1 (stereo not drawn)	-0.4	i	i	-5	-10	i	i	i	i	i	i
COc1cc(C=O)c(Br)cc1OC1CCCC1	-3.0	i	i	1	3	i	i	i	i	i	i
O=S1(=O)c2ccccc2N=NN1Cc1ccc(Cl)c(Cl)c1	-0.1	i	i	3	13	29*	i	i	i	i	i
CC(=O)Nc1ccc(N2C(=O)CC(c3ccccc3)CC2=O)cc1	-0.6	i	i	16	1	i	i	i	i	i	i
CCCc1nnc(NC(=O)C(C)N2C(=O)C3C4C=CC(C4)C3C2=O)s1 (stereo not drawn)	0.6	i	i	-5	-1	i	i	i	i	i	i
COc1cccc(NC(=O)Cn2c(=O)n(-c3ccccc3)c(=O)c3sccc32)c1	/	i	i	6	-3	i	i	i	i	i	i

Next structures follow.
SMILES	HIF act	RGS4 block	TRPC4 inh	Platelet DG rel	SKKanGAS inh	MrgX1 ag	MrgX1 PAM	MrgX1 antag	RGS4 act	TRPC6 activator	TRPC6 inh
CCN(CC(=O)Nc1ccc(OC)cc1)CC(=O)Nc1ccc(Cl)cc1F	0.0	i	i	-18	-13	i	i	i	i	i	i
Cc1ccc(C(=O)N/C(=C\c2cccs2)C(=O)NC2CCCCC2)cc1	0.0	i	i	0	8	i	i	i	i	i	i
CC(/C=C/c1ccc(Cl)o1)=C\C(=O)O	0.4	i	i	?	3	i	i	i	i	i	i
COc1ccc(CCNC(=O)c2nn(C)cc2Cl)cc1	0.6	i	i	5	0	i	i	i	i	i	i
Cc1ccc2nc(C3CCN(C(=O)NCc4ccccc4)CC3)[nH]c2c1	-0.1	i	i	8	2	i	i	i	i	i	i
CC(=O)c1cc2c(cc1NC(=O)C1CCC1)OCO2	-0.4	i	i	-1	2	i	i	i	i	i	i
CCOC(=O)c1cc(C#N)c(C)nc1N(CC)CC	-0.1	i	i	6	-1	i	i	i	i	i	i
CC(=O)COc1ccccc1OC(=O)c1ccco1	-0.9	i	i	8	7	i	i	i	i	i	i
COc1ccccc1Nc1nc(NCCO)c2ccccc2n1	1.4	i	i	-3	0	/	/	/	i	i	i
